HCMV antiviral = human cytomegalovirus inhibition | HFF cells, HCMV-luciferase reporter, 72 h; stronger effect = lower value | activity change, negative = inhibition, % at 57.5 µM | actives 4.5% (n = 410,000) | AID 1259415; in the data active = activity change below about -60%; inconclusive = no clear call, values can overlap the other calls; inactive = above about -39%
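Steps: HFFs plated, 16 h 37C; compounds added; HCMV-luciferase added to MOI 1 PFU/cell; 72 h 37C; OneGlo reagent, 5 min room temperature; luminescence read, normalized to controls.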
AMA1 RON2 block = disrupts binding of P. falciparum AMA1 to RON2. AlphaScreen AMA1-biotinylated RON2 peptide binding. Potency, µM (series often up to 58.2 µM), without a hit: at the highest dose activity change, negative = inhibition, hits mostly inhibitors. actives 0.2% (n = 360,000); active = well fitted inhibition curve with a large enough effect; inconclusive = small, poorly fitted or top-dose-only effect; inactive = no such curve, though single readings can be large or run the other way;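 also: potency is read from the fitted curve at half-maximal effect; 0% = vehicle wells and -100% = peptide control; nearly all actives have a fitted effect of over 45% in size; some results filed as inactive show a strong effect at the top dose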
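AMA1 (3D7) with his tag at 25 nM final met compounds first, then biotinylated RON2 peptide at 25 nM; detection used donor plus acceptor beads, 10 µg/mL apiece, read by AlphaScreen after 30 min at room temperature.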
* hit, by the source's call; ? = inconclusive; [ ] = another dose, or the depositor's remark. Unless noted, % is scaled to controls: 0 for no effect and ±100 for the full control effect.

The first 3 records (preview)
SMILES | HCMV antiviral | AMA1 RON2 block
C[C@@H](c1ccccc1)N1C[C@@H](COCc2ccccc2)Oc2cc(N3CC[C@@H](O)C3)ccc2S1(=O)=O | -21.3 | -17.4%
CN(CC(=O)Nc1ccccc1Cl)C(=O)c1cc2c(s1)CCCCC2 | -37.2 | 0.3%
O=C(Nc1ccc(F)c(Cl)c1)c1cc(C2CCCN(C(=O)C3CC3)C2)on1 (centres undefined) | 74.0 | 13.0%

Main list (from the top)
SMILES | HCMV antiviral | AMA1 RON2 block
C[C@@H](c1ccccc1)N1C[C@@H](COCc2ccccc2)Oc2cc(N3CC[C@@H](O)C3)ccc2S1(=O)=O | -21.3 | -17.4%
CN(CC(=O)Nc1ccccc1Cl)C(=O)c1cc2c(s1)CCCCC2 | -37.2 | 0.3%
O=C(Nc1ccc(F)c(Cl)c1)c1cc(C2CCCN(C(=O)C3CC3)C2)on1 (centres undefined) | 74.0 | 13.0%
C[C@H](O)[C@@H]1C(=O)N2CCc3ccc(N4CCOCC4)cc3[C@@H]2C[C@@H]1N(C)C(=O)C(C)(C)C | 5.4 | 2.7%
COc1ccc(-n2cc([N+](=O)[O-])c(=O)c3ccc(Cl)cc32)cc1 | -11.8 | -5.2%
CCOc1cc(C(=O)NC2CCCCCCC2)cc(OCC)c1OCC | -6.7 | -3.1%
Cc1cc(NC(=O)NCc2ccco2)ccc1NC(=O)NCc1ccco1 | -17.4 | 0.0%
O=C(C(=O)N1CCC(c2ccccc2)CC1)c1ccc(F)c(F)c1 | -62.1* | -9.3%
O=C(Nc1ccccc1F)c1ccccc1C(=O)Nc1ccccc1F | 25.0 | 2.5%
CCn1c(SCC(=O)N2CCCCC2)nc2c([nH]c3ccccc32)c1=O | 32.4 | 1.1%
CC(C)C[C@@H](COCc1ccc(Cl)cc1)N1CCN(C(=O)c2ccc(C(F)(F)F)cc2)CCC1=O | -1.6 | -5.9%
CC(=O)OCC1(O)CC23CCC4c5ccoc5CCC4(C)C2CCC1C3 (centres undefined) | 11.1 | -24.8%

The closing 5 records of the section before open the next one.
SMILES | HCMV antiviral | AMA1 RON2 block
O=C(C(=O)N1CCC(c2ccccc2)CC1)c1ccc(F)c(F)c1 | -62.1* | -9.3%
O=C(Nc1ccccc1F)c1ccccc1C(=O)Nc1ccccc1F | 25.0 | 2.5%
CCn1c(SCC(=O)N2CCCCC2)nc2c([nH]c3ccccc32)c1=O | 32.4 | 1.1%
CC(C)C[C@@H](COCc1ccc(Cl)cc1)N1CCN(C(=O)c2ccc(C(F)(F)F)cc2)CCC1=O | -1.6 | -5.9%
CC(=O)OCC1(O)CC23CCC4c5ccoc5CCC4(C)C2CCC1C3 (centres undefined) | 11.1 | -24.8%
C=C1C(=O)OCC2C(C(=O)O)=CC3C(C)C(C)=CC123 (centres undefined) | ? | -5.4%
CCOC(=O)[C@]12CCC=C1N(Cc1ccco1)C(=O)[C@H](CC(=O)NCCc1ccccc1OC)C2 | 25.0 | -1.7%
CN(C=O)c1cc([N+](=O)[O-])ccc1OCc1ccccc1 | 10.9 | -4.7%
C/C=C1/CN2[C@@H]3C4CO[C@@H]3c3c([nH]c5cc(OC)ccc35)[C@@H]2CC14 (some centres undefined) | 21.7 | 11.0%
O=C(C1CC(=O)N(c2ccc3c(c2)OCCO3)C1)N1CCN(S(=O)(=O)c2cccc(F)c2)CC1 (centres undefined) | -19.3 | 2.6%
O=C(OCc1ccccc1)N1CCC2CC1c1ccc(N3CCNCC3)cc12 (centres undefined) | 54.5 | -17.0%
COc1ccc(Cl)cc1CC1(C)C(=O)Nc2ccc(-c3ccccc3OC)cc21 (centres undefined) | -36.7 | -20.9%
N#CC(=C(O)COC(=O)Cc1c[nH]c2ccccc12)c1nc2ccccc2[nH]1 | -6.4 | 68.9%[activator]
COC(=O)C[C@@H]1C[C@H]2c3cc(NC(=O)C4CCC4)ccc3O[C@H]2[C@@H](CO)O1 | -5.6 | -1.5%
COc1ccccc1Cc1c(-c2ccc(Cl)cc2)nc2ccc(Br)cn12 | 26.7 | -8.5%
Cc1ccc(-c2cc3nc(NCCOc4ccccc4Cl)n(C)c(=O)c3s2)cc1 | 20.0 | -0.1%
COC(=O)c1cc(=O)nc(NN=Cc2ccco2)s1 | 7.9 | 50.5%[activator]
CCOC(=O)[C@]12Cc3cc(OC)ccc3[C@H]1N(C(C)C)C(=O)c1cc(OC)ccc12 | -100.0* | 0.0%
CC(=O)Nc1cc(-c2ccc(CO)cc2)cn2c(-c3cccc(C(F)(F)F)c3)cnc12 | 11.5 | 36.6%[activator]
COc1cccc(C=Nc2cc(C(C)C)c(O)cc2C)c1O | -31.9 | -19.4%
COc1ccc(S(=O)(=O)N(C)C[C@H]2OCCCC[C@@H](C)Oc3ccc(N(C)C)cc3C(=O)N([C@H](C)CO)C[C@@H]2C)cc1 | -11.0 | -24.3%
O=C(NCc1ccc(Cl)c(Cl)c1)c1cc(C2CCCCN2C(=O)c2ccccn2)on1 (centres undefined) | 1.5 | 2.2%
COc1ccc([C@H]2CC(=O)C[C@@H](CCn3cc(C)nn3)O2)cc1 | -9.4 | 5.3%
C[C@@H]1CN([C@H](C)CO)S(=O)(=O)c2ccc(-c3cccc(C(=O)N(C)C)c3)cc2O[C@H]1CN(C)C(=O)Nc1ccc(F)cc1 | -25.0 | 1.0%
COc1ccc(C=C2CS(=O)(=O)CC(=Cc3ccc(OC)cc3)C2=O)cc1 | -99.2* | -8.5%
Cc1cccc(C)c1OCc1cc(C(=O)N2CCC(C3CCCCC3)C2)no1 (centres undefined) | 62.7 | -2.1%
CCOc1ccccc1C=NN=Cc1ccccc1O | 6.7 | 30.2%[activator]
Cc1cccc(Nc2cc(=O)n(C)c(=O)n2C)c1 | 25.5 | 3.6%
COc1ccc(-n2nc(C(=O)N3CCC(C#N)CC3)c3c4ccccc4n(C)c3c2=O)cc1 | 25.9 | 3.7%
COc1ccc(CN2C(=O)C(CC(=O)NC(c3ccccc3)c3ccccc3)CC(C(=O)N(C(C)C)C(C)C)=C2C)cc1 (centres undefined) | -24.9 | -10.6%
CC(C)C(=O)N1CCC1(C)C(=O)Nc1nc2ccccc2[nH]1 (centres undefined) | -26.1 | 0.0%
O=C(CC1CCCC1)N1CCN(S(=O)(=O)c2c(F)cccc2F)CC1 | ? | -0.2%
CCOC(=O)C1=C(C)N(CCCC(=O)O)C(=O)NC1c1ccc2ccccc2c1 (centres undefined) | 10.0 | -0.2%
O=C(O)/C=C(/c1ccccc1)C(F)(F)F | 0.0 | 10.0%
CC(C)N1CC2(CC(c3ccccc3C(F)(F)F)=NO2)CN1C(=O)c1ccco1 (centres undefined) | -9.9 | 22.6%
O=C(O)c1ccc(NN=CC2=C(N3CCOCC3)/C(=C/c3ccccc3)CC2)cc1 | -18.8 | -25.7%
COCCN1C(=O)CCC1(C)c1nnnn1Cc1ccccc1 (centres undefined) | -1.8 | 4.0%
COCCNC(=O)C(=O)NCC1OCCN1S(=O)(=O)c1cc(F)ccc1F (centres undefined) | 8.5 | 13.8%
COc1ccc(C=C2C(=O)NC(=S)NC2=O)cc1OC | -25.9 | ?
CCOC(=O)c1ccccc1NC(=O)CN1CCC(n2nnc3cc(F)ccc32)CC1 | 28.4 | 0.3%
COc1ccc(Nc2nc(C(C)(C)C)nc3c2nnn3Cc2ccccc2Cl)cc1OC | -34.5 | -0.4%
CC1(C(=O)NCC2CC2)Cc2c(-c3cccc(C(N)=O)c3)ccnc2O1 (centres undefined) | 47.1 | 2.4%
COC(=O)C=C1CCC2C3CCC4=CC(=O)C(Br)CC4(C)C3C(=O)CC12C (centres undefined) | -23.4 | -8.3%
CCc1nnc(NC(=O)CSc2nnc(CNC(=O)c3ccccc3)o2)s1 | 44.4 | 0.0%
CC(=O)NC(c1cccc(F)c1)c1nc(-c2csc3ccccc23)cs1 (centres undefined) | -1.3 | 14.3%
N#Cc1ccc(CN2Cc3ccccc3-n3nncc3C2)cc1 | 10.1 | -2.4%
CCOC(=O)C1=C(COC(=O)c2ccc(Cl)c(S(=O)(=O)N3CCOCC3)c2)NC(=O)NC1C (centres undefined) | 15.5 | 8.5%
Cc1ccc(C2=NOC(C)(c3nnc(-c4ccccc4)o3)C2)cc1 (centres undefined) | 46.7 | -1.8%
CC1=C(C(=O)N(C(C)C)C(C)C)CC(CC(=O)NC2CCCC2)C(=O)N1CCC1=CCCCC1 (centres undefined) | -21.6 | 3.1%
NC(c1ccccc1)c1csc(NC(=O)Nc2cccc(C(F)(F)F)c2)n1 (centres undefined) | 2.8 | 93.3%[activator]
O=c1cc(-c2ccccc2)[nH]n1-c1ccccc1 | -28.8 | 17.0%
CCCCN1C(=O)C(CC(=O)NCCN2CCOCC2)CC(C(=O)N2CCCCCC2)=C1C (centres undefined) | ? | 4.3%
O=c1cc(-c2ccccc2)ss1 | ? | 12.2%
COC(=O)[C@@]12C[C@@H](CC(=O)NCc3cccc4ccccc34)C(=O)N(Cc3ccc4c(c3)OCO4)C1=CCC(C)(C)C2 | -13.9 | 1.2%
CCN1C/C(=C\c2cc(OC)c(OC)c(OC)c2)C2=NN(c3ccccc3)C(c3cc(OC)c(OC)c(OC)c3)C2C1 (centres undefined) | 135.4 | -1.0%
O=c1[nH]cnc(CN2CCCCC2)c1O | -19.1 | ?
CCOC(=O)[C@]12CCCC=C1N(Cc1cccc3ccccc13)C(=O)[C@H](CC(=O)NCc1ccccc1)C2 | 13.2 | -1.9%
CCCCNC(=O)C[C@@H]1C[C@@]2(C(=O)OC)CCCCC=C2N(Cc2ccco2)C1=O | 9.6 | -1.7%
COc1cc2ccc(C(C)=O)cc2cc1OC | 23.7 | -1.6%
CC1=C(C(=O)N(C)C)CC(CC(=O)NC2CCCC2)C(=O)N1Cc1ccccc1 (centres undefined) | -6.9 | 7.6%
COc1cccc(C(O)c2nc(-c3cccc(F)c3)cs2)c1 (centres undefined) | -20.2 | 12.6%
O=C(CSc1ccccn1)NC1CCCc2c1cnn2-c1ccccc1F (centres undefined) | ? | -8.1%
O=C(Nc1cccc(C(=O)O)c1)/C(=C/c1cccc([N+](=O)[O-])c1)NC(=O)c1cccc(Br)c1 | 71.0 | 0.0%
CC(=O)Nc1ccc(-c2ccnc3c2CC(C(=O)NCc2ccccc2)O3)cc1 (centres undefined) | -64.5* | -2.4%
Cc1ccc(S(=O)(=O)NCCC(=O)NCCc2ccccc2)cc1 | -26.0 | 3.3%
(list continues)
SMILES | HCMV antiviral | AMA1 RON2 block
CCCCCCN1C[C@@H](n2cc(C3CC3)nn2)[C@H](O)C[C@@H]1c1ccc(OC)cc1 | -30.4 | 3.2%
NN=C1C(Cl)=C(Cl)C(Cl)=C1Cl | -16.5 | -4.0%
Cc1cc2oc(=O)cc(CN(C)Cc3ccccc3)c2cc1Cl | 34.2 | 1.2%
CCCCCCNc1c([N+](=O)[O-])cc(C)cc1[N+](=O)[O-] | -68.9* | ?
Cc1cc(Cl)ccc1C(=O)C1CCCN(C(=O)c2ccsc2)C1 (centres undefined) | -0.5 | -7.4%
C[C@H](CO)N1C[C@H](C)[C@H](CN(C)S(=O)(=O)c2ccc(F)cc2)Oc2ncc(Br)cc2C1=O | 26.3 | 3.4%
Cn1ccnc1CC(C)(O)c1ccccc1 (centres undefined) | -1.9 | 5.4%
O=C(O)c1cc2ccc(O)cc2oc1=O | -14.2 | 21.8%
CNC(=O)C[C@H]1CC[C@@H]2NC[C@H](O)COC[C@H]2O1 | 4.2 | 2.4%
COCCNC(=O)C1Nc2ccc(C(F)(F)F)cc2C2C=CCC12 (centres undefined) | -20.0 | 0.7%
COCCCN1C(=O)C(CC(=O)NCC2CCCCC2)CC(C(=O)N(C)C)=C1C (centres undefined) | -8.4 | -5.9%
Cc1ccc([C@H]2N[C@]3(CCCN(Cc4ccc(Br)cc4)C3=O)[C@H]3C(=O)N(C)C(=O)[C@@H]23)cc1 | 21.6 | -10.2%
COc1ccc(NC(=O)C2(C)CCN2Cc2cccc(OC)c2OC)cc1OC (centres undefined) | -37.8 | -1.5%
COc1ccc(C(=O)N2CCC(C)(C(=O)NS(=O)(=O)C3CC3)C2)cc1F (centres undefined) | 18.5 | -3.6%
Cc1ccc(S(=O)(=O)Nc2c(C)n(C)n(-c3ccccc3)c2=O)cc1C(=O)NCc1ccco1 | -26.8 | -1.5%[11.6 µM]
COc1ccc(CC(N)c2csc(NC(=O)Nc3ccc(OC)cc3)n2)cc1 (centres undefined) | 35.7 | 45.8%[activator]
c1ccc(CNc2nc(NCc3cccs3)nc3ccsc23)cc1 | ? | -23.8%
CC1(Cc2ccccc2Cl)C(=O)Nc2c(Cl)cccc21 (centres undefined) | -12.8 | -10.8%
Cc1nc(C(F)(F)F)ccc1C(=O)N1CCC1(C)C(=O)NCc1ccc(Cl)cc1 (centres undefined) | 1.9 | 26.7%
CCOC(=O)[C@]12CCCC=C1N(CCC1=CCCCC1)C(=O)[C@H](CC(=O)NCc1ccc(C)o1)C2 | ? | -9.0%
COc1cccc(-c2cc3c(c4c2ccn4C)C2CCC3C2)c1 (centres undefined) | ? | ?
Cc1cccc(NC(=O)CSc2nccn2C)c1 | 5.3 | -0.8%
CCOc1ccc(S(=O)(=O)N2CCN(C(=O)c3oc4ccccc4c3C)CC2)cc1 | -4.0 | -11.0%
Cc1cc(C)c2c(CN(C)Cc3ccccc3)cc(=O)oc2c1 | -30.8 | 11.2%
Cc1c(C(=O)OCC(O)=C(C#N)c2nc3ccccc3[nH]2)oc2ccc(Br)cc12 | -7.9 | 70.0%[activator]

Screening results (PubChem)

An excerpt. The share of hits here may be higher or lower than overall.
